DSG3 Ab inh = human desmoglein-3 autoantibody binding inhibition; P32926; DSG3-coupled beads, scFv-anti-DSG3-GFP binding, flow cytometry; stronger effect = lower value; binding (percent of control), % at 10 µM; 0.48% of 310,000 active;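 active = binding more than 3 SD below its plate's average and above zero; inconclusive = below that plate limit but binding exactly zero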;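 note: hits lower antibody fragment binding to DSG3; some compounds called inactive have numbers as strong as hits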
Keap1-Nrf2 PPI = disrupts human Keap1 binding to Nrf2 peptide; AID 504523; Q14145; Keap1 Kelch-Nrf2 peptide fluorescence polarization, 1536-well; 0.15% of 340,000 active; inhibition, % at 9.4 µM; in the data active = inhibition above about 12%; inconclusive = no clear call, values can overlap the other calls; inactive = below about 7.3%;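 note: human Keap1 Kelch domain with fluorescein labeled Nrf2 9mer peptide probe; 0% = neutral control wells and 100% = peptide positive control; higher means more block of Keap1 binding to Nrf2 peptide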
Target sequence (Q14145 whole entry, looked up, the tested form may be a part): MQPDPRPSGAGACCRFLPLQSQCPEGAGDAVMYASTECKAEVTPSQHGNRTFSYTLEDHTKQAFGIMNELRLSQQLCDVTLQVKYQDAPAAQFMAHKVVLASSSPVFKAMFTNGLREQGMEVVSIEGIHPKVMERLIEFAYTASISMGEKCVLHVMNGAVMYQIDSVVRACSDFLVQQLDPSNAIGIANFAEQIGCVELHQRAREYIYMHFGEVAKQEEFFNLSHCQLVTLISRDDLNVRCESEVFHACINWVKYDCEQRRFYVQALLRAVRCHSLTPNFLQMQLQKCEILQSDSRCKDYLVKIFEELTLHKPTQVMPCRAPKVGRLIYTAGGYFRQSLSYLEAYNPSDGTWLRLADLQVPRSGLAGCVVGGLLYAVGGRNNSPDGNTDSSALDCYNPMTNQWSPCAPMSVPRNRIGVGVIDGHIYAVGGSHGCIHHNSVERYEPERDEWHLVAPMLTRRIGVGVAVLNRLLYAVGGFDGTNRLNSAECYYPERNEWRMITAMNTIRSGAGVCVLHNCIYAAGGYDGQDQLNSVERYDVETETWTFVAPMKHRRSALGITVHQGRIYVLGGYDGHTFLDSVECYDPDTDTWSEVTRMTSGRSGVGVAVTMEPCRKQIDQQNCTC
Wnt act = activators of Wnt/beta-catenin signaling; Wnt/beta-catenin reporter cell assay, activator, plate reader; AID 743398; 1.2% of 300,000 active; activation, % at 9.35 µM; in the data active = activation above about 30%, passing the limit was not always enough; inconclusive = no clear call, values can overlap the other calls;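 note: 0% = neutral control wells and 100% = positive control wells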
OPRM1-OPRD1 ag = agonists of human mu-delta opioid receptor heterodimerization; P35372+P41143; cells, OPRM1-OPRD1 heterodimerization, luminescence; activation, % at 9.3 µM; 0.3% of 340,000 active; AID 504326; in the data active = activation above about 18%;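 note: 0% = vehicle-treated cells and 100% = reference agonist; values of inactives mirror those of a sister screen read the other way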
OPRM1-OPRD1 inv = inverse agonist of human OPRM1-OPRD1 heterodimerization; P35372+P41143; cell-based MOR-DOR heterodimer luminescence, inverse agonism; inhibition, % at 9.3 µM; 0.21% of 340,000 active; AID 504357; in the data active = inhibition above about 22%, passing the limit was not always enough;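 note: 0% = cells with DMSO and 100% = wells without cells with DMSO; values of inactives mirror those of a sister screen read the other way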
C-LANA FP = inhibitors of KSHV LANA C-terminal domain DNA binding. MBP-C-LANA/FAM-LBS DNA binding, fluorescence polarization. inhibition, % at 9 µM. 0.078% of 340,000 active;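 active = highest replicate inhibition at or above 60% at 9 µM, even if other replicates fall short; inactive = all replicates below 60% inhibition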;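 note: 0% = neutral control wells and 100% = 4 µM acridine orange control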
V-ATPase pHluor = regulators of yeast V-ATPase proton transport; AID 504577; response, % at 10 µM; 0.37% of 350,000 active; S. cerevisiae, pHLuorin cytosolic pH fluorescence; in the data active = response mostly above about 7.3%, no sharp cut-off; inactive = mostly below about 5.4%; note: actives read high; inactives centre near 0; some compounds called inactive have numbers as strong as hits; reference of the scale not given here
Cardiac RTF inh = cardiac RTF calcium desensitization; IANBD-labeled cardiac RTF, Ca2+ fluorescence; inhibition, % at 7.15 µM; 0.12% of 340,000 active; AID 493244;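 active = inhibition above the mean inhibition of all tested compounds plus 3 SD, cut at about 17% in these data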;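 note: assay run at fixed EC70 calcium of 1.6 mM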
cardiac RTF act = cardiac RTF calcium sensitization. P19429+P45379. IANBD-labeled TnC RTF fluorescence at EC20 calcium; 0% EC20 calcium, 100% full calcium. activation, % at 7.2 µM. 0.24% of 340,000 active. AID 493008;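 active = activation above the mean over all tested compounds plus 3 SD, cut at about 30% in these data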;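 note: rise in fluorescence read as greater calcium sensitivity of cardiac thin filaments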
Arrestin-AP2 inh = human beta-arrestin and AP2 interaction inhibition | FITC-arrestin peptide / GST-AP2 beads, flow cytometry; AP2 beta2 appendage carries R879A mutation | inhibition, % at 10 µM | 0.31% of 340,000 active;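 active = inhibition above a set limit, near 3 SD of compounds lacking own fluorescence, cut at about 54% in these data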;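 note: plate controls were DMSO wells for no effect and 5 µM unlabelled arrestin peptide for full effect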
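system = GST-tagged AP2 beta2-adaptin appendage (R879A) on 4 µm glutathione beads | reagent = FITC-labelled arrestin peptide probe, 50 nM final | schedule = compound with beads 12 min RT, then probe 1 h RT | signal = HyperCyt-sampled flow cytometry, FL1 channel, ex 488/em 535 nm | read-out = percent response from loss of bead-bound FITC fluorescence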
* = called active by the depositor; ? = inconclusive; . = no result given. Rows are unselected (roughly 3.1% active in at least one column).

A first look:
SMILES	DSG3 Ab inh	Keap1-Nrf2 PPI	Wnt act	OPRM1-OPRD1 ag	OPRM1-OPRD1 inv	C-LANA FP	V-ATPase pHluor	Cardiac RTF inh	cardiac RTF act	Arrestin-AP2 inh
COc1ccc2oc(C(=O)NCCc3ccccc3)c(C)c2c1	111	-1	-3	-0.3	1	-1.3	-3	-1	2	32
O=C1C(=O)N(Cc2ccccc2)C(=O)N1CCOc1ccccc1	105	0	1	.	.	0.6	0	.	.	-12

The listing, previewed entries included:
SMILES	DSG3 Ab inh	Keap1-Nrf2 PPI	Wnt act	OPRM1-OPRD1 ag	OPRM1-OPRD1 inv	C-LANA FP	V-ATPase pHluor	Cardiac RTF inh	cardiac RTF act	Arrestin-AP2 inh
COc1ccc2oc(C(=O)NCCc3ccccc3)c(C)c2c1	111	-1	-3	-0.3	1	-1.3	-3	-1	2	32
O=C1C(=O)N(Cc2ccccc2)C(=O)N1CCOc1ccccc1	105	0	1	.	.	0.6	0	.	.	-12
CCCOC(=O)c1ccc2c(c1)C(=O)N(c1ccccc1)C2=O	101	2	.	2.6	-16	0.4	2	-16	-3	-1
COc1ccc(C(=O)Nc2cc(C)nn2-c2cccc(F)c2)cc1	100	3	2	-2.0	12	1.7	-41	-5	6	11
CCN(CC(=O)Nc1ccccc1OC)C(=O)CCOc1ccc(C(C)(C)C)cc1	99	2	-2	-0.1	1	-1.3	-5	-2	-21	-12
CN(CC(=O)Nc1ccccc1C(=O)NC1CC1)Cc1ccc(Cl)cc1	96	0	-3	-0.6	3	0.9	-3	-6	-1	5
Cc1cc([N+](=O)[O-])nn1CCCC(=O)NCc1ccc(F)cc1	102	3	-3	-1.1	6	-0.6	3	-3	1	13
CCOC(=O)Cn1c(=O)oc2cc(S(=O)(=O)NCc3ccccn3)ccc21	108	-4	-2	-2.1	11	1.2	0	-3	0	19
COc1ccc(NC(=O)CN(C)C(=O)c2ccccc2OC)cc1	105	1	-1	-2.9	14	0.2	-3	2	-5	36
CCOC(=O)NC(c1cccc(Cl)c1)C1CCCCCC1=O (stereo not drawn)	.	-5	-6	-1.3	8	1.1	1	-1	-2	4
Cc1ccoc1C(=O)N1CCCCC1C(=O)O (stereo not drawn)	98	-4	-4	-1.7	10	-1.3	1	-7	3	0
COCCNC(=O)/C(C#N)=C/c1ccc(OCc2ccccc2)cc1	101	-3	1	-3.1	15	-0.6	-2	3	-5	2
CC(Oc1cc(F)ccc1[N+](=O)[O-])C(=O)N(C)CC(=O)Nc1ccccc1C(F)(F)F (stereo not drawn)	99	-6	-1	-2.0	9	-0.3	-1	-16	0	31
CCCCN1C2CCCC1CC(NC(=O)c1cccc(Cl)c1)C2 (stereo not drawn)	103	-7	-2	0.5	-2	-0.1	0	-1	2	2
COc1ccc(NC(=O)c2nc(C)n(-c3ccc([N+](=O)[O-])cc3)n2)cc1	98	2	-2	0.9	-5	-1.2	1	2	3	6
COC(=O)c1ccc(/C=N\n2c(C)nnc2C)cc1	95	3	.	1.7	-10	-0.3	20	-13	-10	9
CC[C@]12C(=O)N(C)C[C@H]([C@@H]3C(=O)N(Cc4ccccc4)C(=O)[C@@H]31)N2C(=O)c1ccc(C(C)(C)C)cc1	105	0	-4	-1.5	8	4.8	0	-4	-4	4
CCN(CC)S(=O)(=O)c1ccc(/C=C/C(=O)OCC#N)cc1	101	-4	-6	-3.3	16	0.1	0	4	8	7
O=Cc1ccc(OC(=O)C2CC(=O)N(c3ccc(F)cc3)C2)cc1 (stereo not drawn)	.	-11	.	0.2	-1	0.3	2	-4	-2	0
Cc1cc(N=Cc2c(O)ccc3cc(Br)ccc23)no1	108	-5	1	1.6	-9	-1.6	3	1	-3	35
COC(=O)C1=C(C)N(CC2CC2)C(=NCCN2CCOCC2)N[C@H]1c1ccccc1	106	-2	.	-1.9	11	2.5	-5	-4	-1	-23
Cc1cc(CN2CCCC(N3CCc4ccccc4C3)C2)cc(C)c1O (stereo not drawn)	98	-6	-3	2.1	-10	-1.0	-2	-11	-1	5
CC1CN(C(=O)COC(=O)CSc2ccc([N+](=O)[O-])cc2)CC(C)O1 (stereo not drawn)	106	-5	-4	-0.8	5	1.2	-5	-10	4	1
CN(C)CCCN(C(=O)c1ccc2c(c1)CCCC2)c1nc2ccc(Cl)cc2s1	97	-4	.	7.5	-45	-0.3	0	-4	-3	9
CC1CCCCN1CCCNC(=O)c1nn(C)c2c1CS(=O)(=O)c1ccccc1-2 (stereo not drawn)	108	-4	-2	-3.3	17	-1.9	-2	1	4	-2

Following part
SMILES	DSG3 Ab inh	Keap1-Nrf2 PPI	Wnt act	OPRM1-OPRD1 ag	OPRM1-OPRD1 inv	C-LANA FP	V-ATPase pHluor	Cardiac RTF inh	cardiac RTF act	Arrestin-AP2 inh
CCC(Nc1ccc(OC)cc1)C(=O)N/N=C/c1ccc([N+](=O)[O-])cc1 (stereo not drawn)	114	3	.	-0.9	5	1.5	3	-2	-6	4
Cn1c(SCC(=O)c2ccccc2)nnc1-c1cccs1	100	-2	?	-2.6	13	0.4	-5	-5	0	0
CCOCCc1nnc(NC(=O)c2cc(OC)c(OC)cc2[N+](=O)[O-])s1	107	-1	0	-2.0	10	0.8	1	2	-3	-2
CCOc1ccc(C(CC(=O)O)NC(=O)c2cccs2)cc1OC (stereo not drawn)	95	-8	0	-0.4	2	-0.5	-3	-16	4	-3
CC(=O)c1c(C)n(-c2ccc(C)cc2)c2ccc(O)cc12	62*	-6	-2	0.7	-3	-1.5	-2	-5	3	3
O=C(CCc1nnc(-c2ccccc2)o1)NCC1CCN(C2CCCC2)CC1	100	2	-2	-1.6	9	1.2	-2	3	-2	21
CCN(CC)S(=O)(=O)c1ccc2oc(Nc3ccc4c(c3)OCCO4)nc2c1	.	-1	.	-0.3	1	-0.4	-4	-6	-6	5
COc1ccc(C(=O)OC2CCN(c3ncc(C(F)(F)F)cc3Cl)CC2)cc1	.	2	.	2.1	-10	-0.3	0	-2	-1	5
CN(C)S(=O)(=O)c1ccc(NC(=O)N2CCN(c3ccccc3)CC2)cc1	103	-4	-3	-1.1	6	-1.2	-1	-6	-1	-6
CCOC(=O)N1CCN(C(=O)CSc2nc3c([nH]c4ccccc43)c(=O)n2C)CC1	94	-1	-4	-4.1	21	0.6	-1	3	-3	-8
CC1CC(C)(C)OC(c2ccc(C(C)C)cc2)O1 (stereo not drawn)	93	3	-3	-2.6	13	-0.6	0	-10	2	-9
COc1cc(CN2CCC(C(=O)N3CCN(c4ccccc4F)CC3)CC2)cc(OC)c1O	101	-2	.	-4.0	18	4.7	3	-1	2	-3
Oc1c(C(Nc2ccccn2)c2cccnc2)cc(Cl)c2cccnc12 (stereo not drawn)	102	-3	-29	2.2	-11	0.2	-2	-23	-2	12
Cc1ccccc1-c1nc(CS(=O)(=O)CC(=O)NCCc2ccccc2)c(C)o1	101	0	2	0.0	0	1.2	0	1	-3	9
COc1ccccc1NS(=O)(=O)c1cn(C)cn1	.	-10	0	-0.8	4	0.8	3	-5	-1	-2
CS(=O)(=O)c1ccccc1-c1nc(-c2cc(C(F)(F)F)cc(C(F)(F)F)c2)no1	102	-3	.	-0.9	4	-1.8	-4	-12	5	10
CCN(CC)S(=O)(=O)c1cccc(C(=O)c2c(C)cc3ccccn23)c1	101	2	-5	0.1	0	-0.1	.	-3	-9	9
COC(=O)[C@@]1(C)[C@H]2C(=O)N(Cc3ccccc3)C(=O)[C@H]2[C@H]2CN=C(SCc3ccccc3)N21	102	3	-2	-3.4	17	2.0	1	-6	5	-5
COc1ccc(Cl)cc1NC(=O)C1(c2cccs2)CCOCC1	107	-5	-5	4.0	-21	-0.8	9	-14	-7	-1
O=S(=O)(c1ccc2c(c1)OCCO2)N1CCN(S(=O)(=O)c2c(F)cc(F)cc2F)CC1	102	-4	2	-3.0	17	1.1	4	-2	7	6
O=[N+]([O-])c1ccc(Oc2cccc3cccnc23)c([N+](=O)[O-])c1	103	0	5	2.6	-13	-0.4	-1	-1	10	-3
c1ccc(Sc2ncnc3c2oc2ccccc23)nc1	96	-4	.	-2.4	12	-1.2	0	2	-1	5
O=C(C[n+]1cc[nH]c1)c1ccc(Cl)cc1	97	6	-1	-2.6	12	0.4	-4	-9	-11	-27
COC(=O)[C@@H](NC(=O)NCc1ccco1)C(C)C	104	-2	.	-1.7	9	-0.8	-1	-8	7	2
CCN(Cc1ccccc1)C(c1cc2cc(C)ccc2[nH]c1=O)c1nnnn1CCOC (stereo not drawn)	.	-7	-2	-1.3	6	4.3	-2	-6	1	-3

The listing continues.
SMILES	DSG3 Ab inh	Keap1-Nrf2 PPI	Wnt act	OPRM1-OPRD1 ag	OPRM1-OPRD1 inv	C-LANA FP	V-ATPase pHluor	Cardiac RTF inh	cardiac RTF act	Arrestin-AP2 inh
COc1ccc(C(CCc2cc(OC)c(OC)c(OC)c2)NC(C)=O)cc1 (stereo not drawn)	92	1	-3	-3.8	19	-0.9	0	7	-3	4
CCOC(=O)c1c(C)n(C)c2ccc(OC(C)=O)cc12	.	2	-1	-1.9	9	1.6	6	-1	-2	-6
Cc1cc(-c2cc(-c3ccc(Cl)cc3)nc(N)c2C#N)co1	98	-7	.	-1.4	7	1.9	-7	-4	9	17
S=c1[nH]nc(-c2cc(-c3ccccn3)nc3ccccc23)o1	97	1	-1	-2.1	11	-1.2	-3	-3	0	-10
CCOc1ccc(/C=C/C(=O)NCc2ccccc2)cc1	101	-4	4	-1.9	10	-0.3	0	-4	0	13
Cc1ccc(C(=O)CC(C(=O)O)c2cn(CCC#N)c3ccccc23)cc1 (stereo not drawn)	109	0	-5	-3.5	18	0.8	1	-1	1	-4
Clc1ccc2nc(CSCc3ccccc3)cn2c1	102	2	67*	-2.4	13	-0.5	-1	-9	2	-8
COc1ccc(-c2nn(CCC(=O)O)cc2CCC(=O)O)cc1	106	-3	.	-0.3	1	-0.3	4	-6	11	31
O=C(NN1C(=O)c2ccccc2C1=O)C1CCCCC1	98	-6	.	0.6	-3	-0.2	-1	-3	4	4
O=C(N1CCCC1)C12CC3CCC(CC(C3)C1)C2	106	1	5	-0.2	1	-0.2	1	-7	-1	20
CC(C)C(CCN1C(=O)c2ccccc2C1=O)c1ccco1 (stereo not drawn)	103	-5	.	7.3	-32	0.5	1	-5	1	9
Nc1cccc2cc(S(=O)(=O)O)ccc12	84	15*	-2	3.9	-20	73*	-5	6	-11	1
CCc1ccc2oc(C(=O)Nc3cccnc3)c(C)c2c1	109	1	.	-0.1	0	-3.9	5	-5	2	10
C=CCNC(=O)C(C)N1C(=O)c2ccccc2C1=O (stereo not drawn)	.	-4	.	0.6	-4	-1.2	-2	4	-1	3
O=C(NCCCCc1ccccc1)Nc1ccc(F)cc1F	92*	-2	1	2.4	-13	1.3	1	-6	1	11
CC(CCc1ccccc1)NC(=O)c1ccccc1Cl (stereo not drawn)	99	1	0	-1.2	6	-4.2	5	-1	-7	11
CSCCC(NC(=O)OCc1ccccc1)C(=O)NCc1cccnc1 (stereo not drawn)	105	-4	1	-1.9	8	-0.3	4	-19	5	11
O=S(=O)(c1cccc2cccnc12)N1CCOCC1	98	0	.	-2.9	16	1.1	1	-22	-2	4
